RNase H inhibition: RNase H inhibition, HIV 1 Gag Pol polyprotein, FRET biochemical assay, screening (AID 372); HIV-1 RT RNase H, FRET RNA/DNA substrate fluorescence; higher % means a stronger effect; one-dose inhibition, % at 10 µM; IC50 in µM for titrated hits; 100,000 tested, 0.77% active; in the data active = inhibition above about 50%
Active calls of the source: *. The list is partial, so the mix of outcomes need not match the whole.

SMILES | RNase H inhibition
O=C1NC(=S)NC(=O)C1=Cc1cccn1-c1ccc(Br)cc1 | 29%
CCc1ccc(NS(=O)(=O)c2ccc(OC)cc2)cc1 | 3%
Cc1cc(=O)n(C)c(=O)n1CCCCO | 8%
N#C/C(=C\c1cccc(Cl)c1Cl)c1nn(CCO)c(N)c1C#N | 16%
Cc1cccc2sc(NC(=O)c3ccc(S(=O)(=O)N4CCCc5ccccc54)cc3)nc12 | 0%
CCOc1ccc(C(=O)Nc2ccc3oc(-c4ccccc4F)nc3c2)cc1Cl | 11%
CCOc1ccccc1NC(=O)CN1C(=O)/C(=C/c2cccc(Br)c2)SC1=S | 14%
COc1ccc([N+](=O)[O-])cc1NC(=O)Cc1ccc(Br)cc1 | 3%
CCOc1ccc(N/C=C/C(=O)c2ccccc2)cc1 | 7%
CNc1c([N+](=O)[O-])cnc(N/C=C/C=C/C=C(C#N)C#N)c1C#N | 10%
CC(=O)/C(=C1\NC(C)(C)Cc2ccccc21)c1ccccc1 | 3%
Cc1ccc(-n2c(C)cc(/C=C(\C#N)C(=O)Nc3ccccc3)c2C)cc1C | 10%
CCOC(=O)NC12CC3CC(C)(CC(C)(C3)C1)C2 | 5%
Cc1cc(NC(=O)CCN2C(=O)/C(=C/c3ccc(F)cc3)SC2=S)no1 | 34%
COC(=O)c1sccc1NC(=O)c1cccc2ccccc12 | 16%
O=C(NCCCCc1ccccc1)C1CC(=O)N(c2ccc(Br)cc2)C1 (stereo not drawn) | 9%
NNC(=O)C1SCCN1c1ccccc1 (stereo not drawn) | 4%
Cc1ccc(NC(=O)c2cc(Br)ccc2Cl)cc1C | 3%
CCC1(C)Cc2c(sc3nc(SCC(=O)c4ccccc4)nc(N)c23)CO1 (stereo not drawn) | 16%
COc1cc(/C=C2/SC(=S)NC2=O)ccc1OS(=O)(=O)c1ccccc1[N+](=O)[O-] | 18%
Cc1ccc(-c2csc(NC(=O)C3CCCCC3C(=O)O)n2)c(C)c1 (stereo not drawn) | 0%
CN(C)c1cc(Nc2ccccc2)c2c3c(onc13)-c1ccccc1C2=O | 18%
CC(C)=NNC(=O)C(=O)NC(C)(C)C | 0%
COc1cc(/C=C2/C(=O)NC(=O)N(c3cccc(C(F)(F)F)c3)C2=O)ccc1O | 8%
COc1cc(C2NC(=O)N(C)C(C)=C2C(=O)OC(C)C)cc(Br)c1O (stereo not drawn) | 8%
CCOC(=O)C1=C(C)N=c2s/c(=C\c3c[nH]c4ccccc34)c(=O)n2C1c1ccc2c(c1)OCO2 (stereo not drawn) | 0%
COc1ccc(C(=O)NC(=S)Nc2cccc(-c3nc4ccccc4s3)c2)cc1[N+](=O)[O-] | 19%
Cc1nc2sccn2c1-c1csc(Nc2cccc(Cl)c2C)n1 | 16%
Cc1ccc(C2=NN(C(=N)SC3CC(=O)N(c4cccc(Cl)c4)C3=O)C(c3ccc(Cl)cc3)C2)cc1 (stereo not drawn) | 19%
Cc1ccc(N[C@@H]2C[C@H](O)[C@@H](CO)O2)cc1C | 11%
CC1=C(C(=O)Nc2ccc(C)c(Cl)c2)C(c2cccc([N+](=O)[O-])c2)NC(=O)N1 (stereo not drawn) | 6%
COc1ccc(Cl)cc1NC(=O)/C=C/c1cccc([N+](=O)[O-])c1 | 31%
CC1(C)CC(NC(=O)C(=O)Nc2ccc(F)cc2)CC(C)(C)N1 | 4%
CN(C)CCCN(CCCNC(=O)/C=N/O)Cc1ccccc1 | 10%
COc1ccccc1N1CCN(/N=C\c2cccn2C)CC1 | 8%
O=C(Nc1cccc(Cl)c1Cl)c1ccc(N2C(=O)c3ccccc3C2=O)cc1 | 0%
CC1CCCCN1C(=O)c1ccc([N+](=O)[O-])cc1Cl (stereo not drawn) | 0%
CC(=O)Oc1ccccc1N1C(=O)c2cccc([N+](=O)[O-])c2C1=O | 13%
CCN(CC)CCN(CC)CC1=CC[C@H]2C[C@@H]1C2(C)C | 7%
O=C(COc1ccc2ccccc2c1)NCCc1ccccc1 | 3%
O=C1C(Cl)=C(Nc2ccc(F)cc2)C(=O)N1c1ccc(Cl)cc1Cl | 6%
CC(C)(C)c1ccc(C(=O)N/N=C/c2cccc(OCc3ccccc3)c2)cc1 | 0%
CCOC(=O)c1ccc(N=Cc2cccc(Br)c2)cc1 | 11%
CCOC(=O)C1=C(C)N=c2s/c(=C\c3ccccc3F)c(=O)n2C1c1ccc(OC)c(OC)c1 (stereo not drawn) | 8%
COc1ccc(/C=C2\C(=O)NN(c3ccccc3)C2=O)c(OC)c1OC | 17%
CCCNC(=S)N1CC2(C)CN(C(=O)C(=O)OC)CC(C)(C1)C2=O | 6%
NC(=O)N/N=C(/c1ccc2c(c1)OCCO2)C1CC1 | 0%
S=C(NNc1nc2ccccc2s1)NC1CCCCC1 | 13%
Cc1ccc(NCN2C(=O)CSC2=O)cc1C | 8%
Cc1nc2c(-c3ccccc3)c(C)[nH]n2c(=O)c1Cc1ccccc1 | 0%
O=C(Cc1ccc(Cl)cc1)Nc1ccc(Cl)cn1 | 4%
COc1ccccc1CC(=O)NCc1ccccn1 | 0%
COc1ccc(C2(CC#N)CCOC(C)(C)C2)cc1 (stereo not drawn) | 12%
Cc1cccc(C)c1NC(=S)NC(=O)c1ccccc1Br | 9%
CS(=O)(=O)N1CCN(Cc2ccccc2C(F)(F)F)CC1 | 3%
Cc1ccccc1C(=O)NN1C(=O)/C(=C\c2cccs2)SC1=S | 7%
NC(=O)CSc1nc2ccccc2n1CCOc1ccc(Cl)cc1 | 6%
Cc1cc(NC(=O)c2ccc(Cl)cc2)ccc1NC(=O)c1ccccc1 | 0%
O=C1N=C(N2CCCCC2)S/C1=C/c1ccc(Cl)cc1 | 20%
Cc1cc(NC(=O)CCc2ccccc2)no1 | 10%

Continuation.
SMILES | RNase H inhibition
Oc1ccc(Cl)cc1C=Nc1ccccc1Br | 5%
COc1cc(CN2CCN(Cc3ccc(OC)c(OC)c3OC)CC2)cc(OC)c1O | 1%
O=C(N/N=C(\C=N\NC(=O)c1cccc(Cl)c1)c1ccccc1)c1cccc(Cl)c1 | 14%
CCc1ccc(NC(=S)NC(=O)c2ccc(OC)c([N+](=O)[O-])c2)cc1 | 12%
O=C1c2ccc(-c3nc4ccccc4c(=O)o3)cc2C(=O)N1c1ncc([N+](=O)[O-])s1 | 14%
Cc1cc(C)cc(N2C(=O)/C(=C/c3ccc(Oc4ccc([N+](=O)[O-])cn4)cc3)C(=O)NC2=S)c1 | 7%
O=C1CCC(c2ccccc2)N1C(=O)c1ccc(Cl)cc1 (stereo not drawn) | 0%
Cc1cccc(/C(N)=N/OC(=O)COc2ccc(Cl)cc2)c1 | 0%
Cc1cccc(N2C(=O)c3ccc(C(=O)O)cc3C2=O)n1 | 0%
Cc1ccc(N2C(=O)CC(N3CCN(c4ncccn4)CC3)C2=O)cc1Cl (stereo not drawn) | 0%
O=C(Nc1cc(C(F)(F)F)ccc1Cl)c1cccc(Cl)c1Cl | 7%
N#CC1=C(SCC(=O)Nc2ccccc2)NC(=O)C(C#N)C12CCCC2 (stereo not drawn) | 2%

Reprinted at random: 2 compounds from above, in no set order.
SMILES | RNase H inhibition
Cc1ccc(N2C(=O)CC(N3CCN(c4ncccn4)CC3)C2=O)cc1Cl (stereo not drawn) | 0%
O=C(Nc1cc(C(F)(F)F)ccc1Cl)c1cccc(Cl)c1Cl | 7%

The list continues:
SMILES | RNase H inhibition
Cc1cc2nc3n(c2cc1C)CCCN3 | 9%
CN1CCN(c2nc(/C=C/c3ccccc3)nc3ccccc23)CC1 | 16%
O=c1/c(=C/c2cccc(OCc3ccccc3F)c2)sc2nc3ccccc3n12 | 4%
COc1cc(NC(=O)/C=C/c2ccc(Cl)cc2)ccc1NC(=O)c1ccco1 | 13%
CN1CCN(/N=C/c2ccc(Cl)cc2Cl)CC1 | 3%
O=C(N/N=C/c1ccccc1Cl)c1ccc(F)cc1 | 6%
O=C(c1ccco1)N1CCN(C(c2ccccc2)c2ccccc2)CC1 | 11%
Cc1ccc2oc(-c3cccc(NC(=O)/C=C/c4ccc(-c5ccccc5[N+](=O)[O-])o4)c3C)nc2c1 | 13%
COc1cc(Br)cc(C=Nc2ccc(C)cn2)c1O | 14%
CCCCSc1nc2ccccc2c(=O)n1Cc1ccccc1 | 30%
Cc1ccc(CN2CCN(C3CCCCC3)CC2)cc1 | 6%
N#Cc1ccc(Oc2ccc(C(=O)O)cc2)cc1C#N | 11%
CC(Oc1ccccc1)C(=O)Nc1cccc(C(F)(F)F)c1 (stereo not drawn) | 4%
COc1ccc(C(Nc2ccccn2)c2ccc3ccc(C)nc3c2O)cc1OC (stereo not drawn) | 5%
Cc1cc(C)cc(NC(=O)c2ccc(Cl)cc2)c1 | 6%
COc1ccc(/C=N/NC(=O)c2nc(-c3ccccc3)cc(-c3ccccc3)n2)cc1OC | 12%
CCOC(=O)/C(C#N)=C/Nc1cccc(O)c1 | 0%
CCOc1ccc(NC(=O)C2=C(C)NC(=O)NC2c2ccc(OC)cc2OC)cc1 (stereo not drawn) | 14%
COc1cc(/C=N\NC(=O)C2C(=O)NCC2c2ccccc2)cc([N+](=O)[O-])c1O (stereo not drawn) | 5%
CC(=O)Nc1ccccc1NC(=O)c1ccccc1I | 2%
COc1ccc(C(=O)Nc2c[nH]c(=O)[nH]c2=O)cc1[N+](=O)[O-] | 13%
O=C1/C(=C\c2ccccc2OCc2ccc(Cl)cc2Cl)SC(=S)N1c1ccccc1 | 9%
CC1(C)C/C(=N/NC(=O)c2cccnc2)c2c(nc(C(F)(F)F)c3[nH]c4ccccc4c23)C1 | 16%
CCOc1cc(C=O)cc(Cl)c1OCc1cccc2ccccc12 | 24%
Cc1ccc(OCC(=O)n2cnnc2N)cc1 | 10%
O=C1OC(c2ccc(Cl)c([N+](=O)[O-])c2)=N/C1=C\c1cc2c(cc1Br)OCO2 | 33%
CCOc1ccc(NC(=S)NC(=O)c2ccc(OC)cc2)c([N+](=O)[O-])c1 | 16%
Nc1nc(-c2ccccc2)cc(N2CCOCC2)n1 | 5%
COc1cc(OC)c(NC(=O)COc2ccc(Br)cc2Cl)cc1Cl | 37%
O=C(N/N=C\c1cc(Br)cs1)C1COc2cc3ccccc3cc2O1 (stereo not drawn) | 3%
CC1=NN(C(=S)c2ccccc2)C(C)(O)C1 (stereo not drawn) | 11%
Cc1nc2ccc(NC(=O)c3ccc(S(=O)(=O)N4CCOCC4)cc3)cc2s1 | 5%
CCSCCOC(=O)C1=C(C)NC2=C(C(=O)CC(c3ccccc3)C2)C1c1ccc2c(c1)OCO2 (stereo not drawn) | 1%
CCOc1cc(Br)c(Br)c(C=Nc2cc(C)cc(C)c2O)c1O | 4%
CCOCCOC(=O)C(C)Sc1n[nH]c(=O)[nH]c1=O (stereo not drawn) | 0%
Clc1ccc(N2CCN(Cc3ccc4ccc5cccc6ccc3c4c56)CC2)cc1 | 1%
O=C(Nc1ccc([N+](=O)[O-])cc1Cl)c1ccccc1O | 4%
COC(=O)c1cc(NC(=O)c2cc(Cl)ccc2[N+](=O)[O-])cc(C(=O)OC)c1 | 11%
CSc1ccc(S(=O)(=O)N(CC(=O)Nc2ccc(C(C)=O)cc2)c2ccc(C)cc2)cc1 | 4%
CCn1c2ccccc2c2cc(CN3CCN(Cc4ccc(SC)cc4)CC3)ccc21 | 16%
O=C(O)C1CCCCC1C(=O)Nc1cccnc1 (stereo not drawn) | 0%
CC(=O)Oc1ccc(C2C(C(=O)OC(C)C)=C(C)NC3=C2C(=O)CC(C)(C)C3)cc1 (stereo not drawn) | 10%
CCCC(=O)NC(c1ccc(C)cc1)c1c(OC(C)=O)ccc2ccccc12 (stereo not drawn) | 5%
C=CCN1C(=O)/C(=C\c2ccc(-c3ccc([N+](=O)[O-])cc3C)o2)C(=O)NC1=S | 23%
CCc1ccccc1NC(=O)c1cc2ccccc2o1 | 5%
CC(C)NC(=O)/C=C/c1ccc([N+](=O)[O-])cc1 | 6%
COc1ccc(/C=C2\SC(=O)N(c3ccccc3)C2=O)cc1I | 9%
O=S(=O)(c1ccc(Cl)cc1)N1CCN(Cc2cccc(F)c2)CC1 | 1%

17 entries from above, tab-delimited:
structure	RNase H inhibition
Cc1nc2ccc(NC(=O)c3ccc(S(=O)(=O)N4CCOCC4)cc3)cc2s1	5%
CCSCCOC(=O)C1=C(C)NC2=C(C(=O)CC(c3ccccc3)C2)C1c1ccc2c(c1)OCO2 (stereo not drawn)	1%
CCOc1cc(Br)c(Br)c(C=Nc2cc(C)cc(C)c2O)c1O	4%
CCOCCOC(=O)C(C)Sc1n[nH]c(=O)[nH]c1=O (stereo not drawn)	0%
Clc1ccc(N2CCN(Cc3ccc4ccc5cccc6ccc3c4c56)CC2)cc1	1%
O=C(Nc1ccc([N+](=O)[O-])cc1Cl)c1ccccc1O	4%
COC(=O)c1cc(NC(=O)c2cc(Cl)ccc2[N+](=O)[O-])cc(C(=O)OC)c1	11%
CSc1ccc(S(=O)(=O)N(CC(=O)Nc2ccc(C(C)=O)cc2)c2ccc(C)cc2)cc1	4%
CCn1c2ccccc2c2cc(CN3CCN(Cc4ccc(SC)cc4)CC3)ccc21	16%
O=C(O)C1CCCCC1C(=O)Nc1cccnc1 (stereo not drawn)	0%
CC(=O)Oc1ccc(C2C(C(=O)OC(C)C)=C(C)NC3=C2C(=O)CC(C)(C)C3)cc1 (stereo not drawn)	10%
CCCC(=O)NC(c1ccc(C)cc1)c1c(OC(C)=O)ccc2ccccc12 (stereo not drawn)	5%
C=CCN1C(=O)/C(=C\c2ccc(-c3ccc([N+](=O)[O-])cc3C)o2)C(=O)NC1=S	23%
CCc1ccccc1NC(=O)c1cc2ccccc2o1	5%
CC(C)NC(=O)/C=C/c1ccc([N+](=O)[O-])cc1	6%
COc1ccc(/C=C2\SC(=O)N(c3ccccc3)C2=O)cc1I	9%
O=S(=O)(c1ccc(Cl)cc1)N1CCN(Cc2cccc(F)c2)CC1	1%

The list continues.
SMILES | RNase H inhibition
O=C(Nc1ccc2oc(-c3ccccc3)nc2c1)c1ccncc1 | 17%
Cc1c(C(=O)NCC#N)cccc1[N+](=O)[O-] | 2%
COc1ccc(C(=O)Nc2ccc(N3CCOCC3)c(Cl)c2)cc1[N+](=O)[O-] | 6%
C=CCOc1ccc(/C=C2/C(=O)N(c3ccccc3)N=C2C)cc1OCC | 0%
Cc1ccc(NC(=S)NC(=O)c2ccccc2C)c(Br)c1 | 24%
CCN(CC)Cn1c(=O)sc2ccccc21 | 3%
COc1ccc2c(c1)c(=O)oc1cc(OCC(=O)N(C)C)ccc12 | 5%
Cc1cccc(NC(=O)/C(C#N)=C\c2ccc(N(C)C)c(Br)c2)c1 | 11%

High-throughput results from PubChem.
